# HT1080NT lethal = qHTS for induction of synthetic lethality in tumor cells producing 2HG: qHTS for the HT-1080-NT fibrosarcoma cell line; HT-1080-NT fibrosarcoma viability, CellTiter-Glo ATP luminescence, 48 h; actives 1.6% (n = 360,000); Potency, µM (highest dose often 46.1 µM), for the others: at the highest dose activity, negative = less viability, usual class: cytotoxic; AID 686970, 2013;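 also: NT is the 2HG producing partner of a matched IDH1 knockdown line; potency is read from the fitted curve at half-maximal effect; 0% = DMSO-treated cells and -100% = media-only wells without cells; nearly all actives have a fitted effect of over 55% in size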
#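 Viability by CellTiter-Glo luminescence after 48 h compound exposure at 37C of HT-1080-NT cells (750/well, RPMI, 5% FBS). % activity scaled between DMSO wells and medium-only wells, then curve-fitted and categorized by curve class.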
# IL1B secr inh = qHTS for Inhibitors of Inflammasome Signaling: IL-1-beta AlphaLISA Primary Screen | actives 4.7% (n = 360,000) | AID 743279, 2014 | THP-1 LPS/ATP IL-1B secretion, AlphaLISA, 16 h; active compounds read low | activity change, % at 57.5 µM; in the data active = activity change below about -50%; inconclusive = mostly about -30% to -49%; also: % is scaled to controls: 0 for no effect and ±100 for the full control effect
#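 THP-1 cells pretreated 1 hr with compounds (up to 57.5 uM final), then stimulated with LPS (250 ng/mL final) plus ATP (1.25 mM final); secreted IL-1B measured by AlphaLISA after 16 hr, decreased signal indicating inhibition.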
# ATXN2 expr inh = Primary qHTS for Inhibitors of ATXN expression; HEK-293 ATXN2-luciferase reporter, luminescence, 24 h; Potency, µM (titrated, usually from 57 µM), for inactives: at the highest dose activity change, negative = inhibition, most hits filed as inhibitors; actives 0.72% (n = 360,000); AID 1745845, 2022; also: potency is read from the fitted curve at half-maximal effect; % is scaled to controls: 0 for no effect and ±100 for the full control effect; nearly all actives have a fitted effect of over 55% in size
#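 qHTS (up to 57 uM final) was run with 24 h compound exposure of reporter cells at 37 °C. Each well was multiplexed: SteadyGlo luminescence measured ATXN2-luciferase expression after a fluorogenic Gly-Phe-AFC viability readout (25 uM final).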
# ATXN viability = Viability Counterscreen for Primary qHTS for Inhibitors of ATXN expression | Potency, µM (top dose mostly 56.7 µM), hits mostly cytotoxic | S2 cells (HEK-293 line with an ATXN2-luciferase reporter) viability, CellTiter-Fluor protease fluorescence, 24 h | AID 651635, 2014 | actives 0.49% (n = 400,000); also: potency is read from the fitted curve at half-maximal effect; nearly all actives have a fitted effect of over 40% in size
# HT1080 IDH1KD tx = qHTS for induction of synthetic lethality in tumor cells producing 2HG: qHTS for the HT-1080-IDH1KD cell line | Potency, µM (series often up to 46.1 µM), for the others: at the top dose activity, negative = toxicity, usual class: cytotoxic | actives 2% (n = 360,000) | HT-1080 IDH1 knockdown viability, ATP luminescence, 48 h;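 also: potency is read from the fitted curve at half-maximal effect; 0% = DMSO wells and -100% = cell-free medium wells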
#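 Knockdown cells (IDH1KD HT-1080) received compounds 2 h after plating at 750 cells/well and were kept 48 h at 37 °C in 5% FBS RPMI. A CellTiter-Glo luminescence read gave % activity for curve fitting.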
# KB-V1 cytotox = qHTS assay for MDR1-selective chemotherapeutics: Primary screen using the drug-selected MDR subline cells KB-V1. KB-V1 MDR cells viability, CellTiter-Glo, 72 h. Potency, µM (highest dose often 46.1 µM), for inactives: top-dose activity change, negative = cytotoxicity, most hits filed as cytotoxic. actives 3.4% (n = 400,000); also: potency is read from the fitted curve at half-maximal effect; % is scaled to controls: 0 for no effect and ±100 for the full control effect; nearly all actives have a fitted effect of over 60% in size
#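 KB-V1, DMEM (no phenol red) + 10% FBS; cpd pin-transferred, titration series; 72 h, 37 degrees C; CellTiter-Glo, luminescence. Data normalized, curve-fit.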
# SW480 rereplic = A quantitative high throughput screen for small molecules that induce DNA re-replication in SW480 colon adenocarcinoma cells | SW480 DNA re-replication, Hoechst DNA content imaging, 48 h | Potency, µM (doses to about 46.1 µM), inactives show top-dose re-replication activation, usual class: activators | actives 1.8% (n = 340,000); also: potency is read from the fitted curve at half-maximal effect; % of control where 0% means no effect; nearly all actives have a fitted effect of over 55% in size
#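 Image-based DNA-content assay: after two days of treatment, nuclei were labelled with the DNA dye Hoechst and imaged, and hits were compounds raising the count of nuclei showing high fluorescence intensity.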
# KB-3-1 tox = qHTS assay for MDR1-selective chemotherapeutics: Primary screen using the parental adenocarcinoma cell KB-3-1. KB-3-1 viability, CellTiter-Glo ATP luminescence, 72 h. Potency, µM (titrated, usually from 46.1 µM), inactives show at the highest dose activity change, negative = cytotoxic, most hits filed as cytotoxic. actives 1.4% (n = 400,000); also: potency is read from the fitted curve at half-maximal effect; % is scaled to controls: 0 for no effect and ±100 for the full control effect; nearly all actives have a fitted effect of over 60% in size
#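 KB-3-1 cells, DMEM (no phenol red) + 10% FBS; compound by pin transfer, 72 h, 37 °C. Readout: CellTiter-Glo luminescence after 10 min. Data normalized, curve-fitted.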
# MCF10A rerep = A quantitative high throughput screen for small molecules that induce DNA re-replication in MCF 10a normal breast cells. MCF 10A DNA re-replication, Hoechst nuclear intensity, 48 h. actives 2.9% (n = 350,000). Potency, µM (highest dose often 46.1 µM), inactives show at the highest dose activity, positive = re-replication, most hits filed as activators. AID 624296, 2012; also: potency is read from the fitted curve at half-maximal effect; % of control where 0% means no effect; nearly all actives have a fitted effect of over 50% in size
# The depositor's hits bear a star; i = inactive; ? = inconclusive; . = not tested or not shown; & = joins results of further samples; [ ] = remark or other dose. Unless noted, calls follow the shape of the dose curve; as a rule, active = well fitted curve in the direction sought with a large enough effect; inconclusive = small, poorly fitted or top-dose-only effect, or another doubt; inactive = no such curve, though single readings can be large; an effect the other way counts as inactive or inconclusive.
# Order of results – HT1080NT lethal, IL1B secr inh, ATXN2 expr inh, ATXN viability, HT1080 IDH1KD tx, KB-V1 cytotox, SW480 rereplic, KB-3-1 tox, MCF10A rerep
Cc1cccn2c(=O)c(C(=O)NCCCN3CCCCC3C)c(O)nc12 (configuration not stated)
  4%, -19, 2%&-5%, ?, 7%, -15%&5%, -8%, 5%&1%, 0%
CC(C)c1ccc(NC(=O)N(CCc2nc3ccccc3[nH]2)C2CCCC2)cc1
  ?, -25, 0%, ?, ?, ?, 3%, ?, 8%
Cc1ccc(NNC(=O)CCc2ccccc2)c(C)c1
  ?, ., 2%, i, 26µM*, -12%, -7%, 2%, 0%
Cc1ccc(S(=O)(=O)NC(=O)COc2ccc([N+](=O)[O-])cc2)cc1
  4%, 14, 3%, i, 2%, 4%, -5%, -4%, 5%
Fc1ccc(-c2[nH]ncc2CN(CC2CCC2)CC2CCCO2)c(F)c1 (configuration not stated)
  -13%, -17, 0%, i, 2%, -1%, -32%[inhibitor][1.84 µM], 21%, -17%
CCOC(=O)C1=NN(c2ccc(C)cc2)C2(S1)SC(C(C)=O)=C(C)N2c1ccccc1 (configuration not stated)
  -2%, 8, -19%, i, -14%, ?, 13%, ?, 17%
O=C(O)c1nn(CC(=O)N(C2CCCCC2)C2CCCCC2)c(=O)c2ccccc12
  2%, 14, -10%, i, 21%, -2%, 1%, -3%, 11%
CC1CCN(S(=O)(=O)c2ccc(C(=O)NC3CCS(=O)(=O)C3)cc2)CC1 (configuration not stated)
  6%, 21, -2%, i, -4%, 17%, ?, 0%, 5%
Cc1ccc2nc(SCC(=O)Nc3ccc(Br)cc3)nc(=O)n2c1
  -2%, ?, 15%, i, 2%, -6%, 2%, -5%, 13%
CC(=O)c1cccc(NC(=O)Nc2ccccc2)c1
  10%, -15, 35%[activator], i, 17%, -2%, 9%, 0%, 1%

# Continued.
# Order of results – HT1080NT lethal, IL1B secr inh, ATXN2 expr inh, ATXN viability, HT1080 IDH1KD tx, KB-V1 cytotox, SW480 rereplic, KB-3-1 tox, MCF10A rerep
COc1ccccc1C/C(N)=N/OC(=O)c1cccc([N+](=O)[O-])c1C
  ?, 11, 12%, i, ?, 20%, 0%, 14%, -3%
Cn1cc(S(=O)(=O)NC2CCCC2)c(=O)n(C)c1=O
  10%, 11, 4%, i, 9%, ?, -1%, 7%, 3%
O=C(Nc1cccc(S(=O)(=O)N2CCOCC2)c1)c1cnccn1
  -11%, 12, -17%, i, -1%, -4%, -40%, -6%, -14%
CCS(=O)(=O)N1CCN(c2ccc([N+](=O)[O-])c(NCC3CCCO3)c2)CC1 (configuration not stated)
  -11%, 9, -9%, i, -10%, ?, -7%, ?, 5%
O=c1cc([O-])[n+]2c3n1CCCN3CCC2
  9%, 0, -1%, i, -1%, -3%, -1%, 3%, 0%
CC1=CC(=O)CC(C)(C)C1(O)/C=C/C(C)=C/C(=O)O (configuration not stated)
  30%, 24, 4%, i, -1%, -12%, -4%, -2%, -1%
CC(=O)N1CCN(S(=O)(=O)c2cccc(C(=O)Nc3ccccc3N3CCCC3)c2)CC1
  -1%, -8, 2%, i, -10%, 0%, 4%, -9%, 3%
O=[N+]([O-])c1ccc(N2CCCCC2)cc1SCCO
  16%, 14, -32%, i, 1%, 0%, -12%, -1%, -6%
Cc1ccc(S/C(=N\S(=O)(=O)c2ccc(Cl)cc2)c2ccccc2)cc1
  2%, ?, -22%, i, -15%, ?, 3%, 4%, 13%
COc1ccc(-c2nnc(SCc3csc(N)n3)n2C)cc1
  -4%, 0, 27%, i, 11%, 18%, -15%, 2%, -4%

# Other structures follow.
# Order of results – HT1080NT lethal, IL1B secr inh, ATXN2 expr inh, ATXN viability, HT1080 IDH1KD tx, KB-V1 cytotox, SW480 rereplic, KB-3-1 tox, MCF10A rerep
Cc1cc(C)cc(OCC(=O)NC2CCCc3ccccc32)c1 (configuration not stated)
  -26%, -29, -25%, ., -22%, -6%, 2%, -8%, 2%
Cc1[nH]c2ccccc2c1C(=O)C(C)OC(=O)C1CCC1 (configuration not stated)
  7%, 0, 11%, i, 17%, 0%, -3%, 0%, -4%
CC(=O)/C(N=Nc1ccc2c(c1)OCO2)=C(\C)O
  -5%, -3, 54%[activator], i, 1%, 13%, 28%, 0%, ?
COCCCN(C(C)=O)c1nc(-c2ccccc2)cs1
  1%, -3, 62%[activator], i, 0%, ?, 0%, -7%, 1%
CCOc1cc(CNCCSc2nnnn2-c2ccccc2)ccc1OC
  ., ., -19%, ?, ., -8%, ., -20%, .
CCN1C(=O)/C(=C2/SC(C)=C(C)N2CC)SC1=S
  13%, 3, -24%, ?, 11%, -7%, 6%, 3%, 4%
CC(C)(C)c1cc(C(=O)N2CCN(c3ncccn3)CC2)ccn1
  -2%, 15, -5%, i, -16%, -3%, -16%, -2%, 161%[0.0737 µM]
O=C1N(CCCCN2C(=O)C3(OCCO3)c3ccccc32)c2ccccc2C12OCCO2
  -10%, -1, -7%, i, 1%, -4%, -1%, 2%, 5%
COc1ccc(CCn2c(N)c(S(=O)(=O)c3cccs3)c3nc4ccccc4nc32)cc1OC
  -8%, -55*, -1%, i, 8%[9.24 µM], -3%, 1%, 7%, -1%
COc1ccc(Cn2c(-c3ccco3)nc3c(c(=O)c4ccccc4n3C)c2=O)cc1
  24%, 21, ., i, 21%, -19%, -6%, 1%, 6%

# Following part
mol,HT1080NT lethal,IL1B secr inh,ATXN2 expr inh,ATXN viability,HT1080 IDH1KD tx,KB-V1 cytotox,SW480 rereplic,KB-3-1 tox,MCF10A rerep
Cc1ccccc1Nc1c(-c2ccccc2)nc2ncccn12,-10%,?,-4%,i,-21%,-20%,-87%[inhibitor],-13%,-11%
CCOc1ncccc1C(=O)NCCCSc1ccccc1,4%,-8,9%,i,2%,-7%,-1%,0%,-4%
N#CC1=C(N)C2=C(N3CCCCC3)CCCC2C1(C#N)C#N (configuration not stated),-10%,6,-5%,i,-2%,3%,-7%,3%,-1%
O=C(O)c1c2c(nc3ccccc13)/C(=C/c1ccccc1[N+](=O)[O-])CCC2,-16%,-3,9%,i,-5%,-2%,-5%,-12%,?
COc1cc(C2/C(=C(\O)c3ccc4c(c3)OCCO4)C(=O)C(=O)N2Cc2ccco2)cc(OC)c1OC (configuration not stated),9%,52,7%,i,5%,0%,-4%,-2%,0%
COCC(=O)Nc1nnc(CCc2ccccc2)s1,-18%,20,14%,i,14%,-21%,-4%,9%,17%
CN(C)CCSc1nnc2[nH]c3ccccc3c2n1,-1%,-14,-34%,i,-1%,-9%,-4%,6%,?
CN(C)S(=O)(=O)Oc1cccc(C(=O)Nc2ccc(Cl)c(Cl)c2)c1,?,-88*,-19%,?,?,0%,22%,-25%,27%
CCn1c(SCC(=O)Nc2nnc(C)s2)nnc1C(C)NC(=O)c1ccccc1 (configuration not stated),23%,-10,0%,i,17%,-4%,-7%,-3%,16%
COc1ccc(C(=O)N2CCC(c3ccncc3)CC2)cc1OC,.,.,2%,i,.,-1%,.,-4%,.
O=C(COc1ccc(Br)cc1F)NC1CCN(Cc2ccccc2)CC1,-1%,-26,11%,i,-6%,-5%,-11%,-1%,14%
CCOC(=O)c1ccc(NC(=O)CCc2nc(-c3ccccc3Cl)no2)cc1,?,54,?,i,?,0%,?,?,?
CCC(C)N(C(=O)COC(=O)c1ccccc1SCC(=O)N1CCCC1)C1CCS(=O)(=O)C1 (configuration not stated),-4%,i,8%,i,13%,1%,3%,-17%,-7%
Cc1cccc(CNC(=O)c2sc(=O)n(Cc3ccc(S(C)(=O)=O)cc3)c2C)c1,-6%,-13,-2%,i,?,15µM*,.,?,.
CCOC(=O)c1ccc(NC(=O)C(=O)NCc2ccc(/C=C(/C#N)C(=O)NCCOC)o2)cc1,8%,48,-10%,i,11%,-25%,3%,1%,5%
Cc1ccc(S(=O)(=O)O/N=C2/CCCc3occc32)cc1,14%,17,-20%,i,19%,0%,0%,7%,1%
O=c1[nH]c2cccnc2n1Cc1ccco1,4%,0,2%,i,1%,17%,-13%,4%,0%
Cc1ccccc1-c1cc2nc(C)c(Cl)c(=O)n2[nH]1,-17%,65,36%[activator],i,?,-9%,-1%,?,?
Cc1ccc(C(=O)N/C(=C\c2ccco2)C(=O)NC2CCS(=O)(=O)C2)cc1 (configuration not stated),24%,10,3%,i,9%,?,-6%,0%,2%

# In a second layout: results already given
Cc1cccn2c(=O)c(C(=O)NCCCN3CCCCC3C)c(O)nc12 (configuration not stated)
  HT1080NT lethal = 4%; IL1B secr inh = -19; ATXN2 expr inh = 2%&-5%; ATXN viability = ?; HT1080 IDH1KD tx = 7%; KB-V1 cytotox = -15%&5%; SW480 rereplic = -8%; KB-3-1 tox = 5%&1%; MCF10A rerep = 0%

Cc1[nH]c2ccccc2c1C(=O)C(C)OC(=O)C1CCC1 (configuration not stated)
  HT1080NT lethal = 7%; IL1B secr inh = 0; ATXN2 expr inh = 11%; ATXN viability = i; HT1080 IDH1KD tx = 17%; KB-V1 cytotox = 0%; SW480 rereplic = -3%; KB-3-1 tox = 0%; MCF10A rerep = -4%

Cc1ccc(C(=O)N/C(=C\c2ccco2)C(=O)NC2CCS(=O)(=O)C2)cc1 (configuration not stated)
  HT1080NT lethal = 24%; IL1B secr inh = 10; ATXN2 expr inh = 3%; ATXN viability = i; HT1080 IDH1KD tx = 9%; KB-V1 cytotox = ?; SW480 rereplic = -6%; KB-3-1 tox = 0%; MCF10A rerep = 2%

# High-throughput results (PubChem)
